# Hsp90 Hop PPI: changes Hsp90-Hop TPR2A binding signal, up or down; AID 595; AlphaScreen TPR2A-His6 binding biotin-Hsp90 C-terminal peptide; actives 0.44% (n = 71,000); Potency, µM (top dose mostly 57 µM), for inactives: at the top dose activity change, negative = inhibition; active means well fitted curve in either direction with a large enough effect; inconclusive means small, poorly fitted or top-dose-only effect, or another doubt; further: potency means the concentration at half of the fitted maximal effect; on the % scale 0 is the no-effect control and ±100 the full control effect; many of its hits are not listed in these tables
# Fluorescein fluor: fluorescein region autofluorescence; max fluorescein-equivalent concentration, M; actives 0.91% (n = 59,000); Compound autofluorescence, 480/540 nm, fluorescein-equivalent; active compounds read high; in the data active means max fluorescein-equivalent concentration above about 10 nM; inconclusive means between about 1.1 nM and that limit
#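 Spectral profiling of library compounds in the fluorescein window (480 nm excitation, 540 nm emission) after 15 min at room temperature in pH 8.0 Tris (100 mM). Values are dye-equivalent concentrations.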
# ALOX15 inhib: inhibitors of human 15-lipoxygenase (ALOX15) | P16050 | purified 15hLO-1, xylenol orange hydroperoxide absorbance | Potency, µM (titrated, usually from 57.1 µM), for the others: at the highest dose activity change, negative = inhibition, hits mostly inhibitors | actives 1.4% (n = 74,000) | AID 887; further: potency means the concentration at half of the fitted maximal effect; on the % scale 0 is the no-effect control and ±100 the full control effect; nearly all actives have a fitted effect of over 55% in size
# Target sequence (P16050 whole entry, looked up): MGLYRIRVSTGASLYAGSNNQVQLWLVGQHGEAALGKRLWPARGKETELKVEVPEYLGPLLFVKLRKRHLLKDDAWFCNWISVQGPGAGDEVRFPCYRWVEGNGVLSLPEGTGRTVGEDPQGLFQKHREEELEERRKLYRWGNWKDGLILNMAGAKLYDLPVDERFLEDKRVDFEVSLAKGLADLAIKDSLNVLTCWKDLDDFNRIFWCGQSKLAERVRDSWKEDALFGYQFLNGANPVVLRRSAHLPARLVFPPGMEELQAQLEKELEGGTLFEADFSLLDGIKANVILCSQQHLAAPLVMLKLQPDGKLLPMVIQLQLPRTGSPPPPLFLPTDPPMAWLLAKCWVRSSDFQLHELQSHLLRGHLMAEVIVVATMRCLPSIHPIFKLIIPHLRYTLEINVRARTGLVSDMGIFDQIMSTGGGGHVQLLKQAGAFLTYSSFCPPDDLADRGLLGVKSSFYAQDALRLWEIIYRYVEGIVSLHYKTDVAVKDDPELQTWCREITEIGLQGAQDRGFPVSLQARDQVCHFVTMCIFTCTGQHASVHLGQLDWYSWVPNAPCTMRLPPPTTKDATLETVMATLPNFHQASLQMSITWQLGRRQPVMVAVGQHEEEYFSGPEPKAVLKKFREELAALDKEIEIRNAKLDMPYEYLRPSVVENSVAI
#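 Purified human 15hLO-1 (40 nM) in 25 mM Hepes pH 7.5, 0.01% Triton X-100, preincubated 15 min RT with compound, then 50 uM arachidonic acid for 6 min. Hydroperoxide read by ferrous/xylenol orange, 30 min; 573/405 nm absorbance ratio gave progress.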
# Rhodamine autofl: rhodamine region autofluorescence; Rhodamine-region fluorescence, 547/598 nm, Tris buffer; active compounds read high; max dye-equivalent concentration, M; actives 0.05% (n = 59,000); AID 594; in the data active means max dye-equivalent concentration above about 11 nM; inconclusive means between about 1.1 nM and that limit
#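 Intrinsic compound fluorescence, ex 547 / em 598 nm, CCD imager. Tris 100 mM pH 8.0; 15 min RT. Output = rhodamine dye-equivalent concentration at each compound concentration.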
# HADH2 inhib: HADH2 (human) dehydrogenase inhibition; actives 3.4% (n = 73,000); Potency, µM (doses to about 57.1 µM), inactives show at the top dose activity change, negative = inhibition, most hits filed as inhibitors; recombinant HADH2, NADH fluorescence, beta-hydroxybutyryl-CoA; further: potency means the concentration at half of the fitted maximal effect; on the % scale 0 is the no-effect control and ±100 the full control effect; nearly all actives have a fitted effect of over 60% in size; many of its hits are not listed in these tables
# Target sequence (Q99714 whole entry, looked up, one chain of several): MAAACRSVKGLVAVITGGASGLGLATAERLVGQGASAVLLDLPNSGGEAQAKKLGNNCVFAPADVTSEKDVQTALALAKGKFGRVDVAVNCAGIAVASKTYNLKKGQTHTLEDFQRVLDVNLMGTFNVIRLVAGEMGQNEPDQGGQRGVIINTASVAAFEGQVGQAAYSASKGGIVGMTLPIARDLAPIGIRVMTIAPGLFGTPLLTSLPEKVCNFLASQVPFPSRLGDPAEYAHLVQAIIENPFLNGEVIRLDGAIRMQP
#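 Activity measured as NADH fluorescence gain (360/450 nm), taken as the change between first and last reads of a 4-min kinetic run. Conditions: pH 9.0 Tris buffer, 20 nM E. coli-expressed His-tagged enzyme, 1 mM NAD+, 90 uM beta-hydroxybutyryl-CoA; 15-min compound preincubation.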
# Texas Red fluor: compound fluoresces in the Texas Red spectral region; Compound fluorescence, Texas Red channel, 547/618 nm; active compounds read high; max dye-equivalent concentration, M; actives 0.06% (n = 59,000); AID 587; in the data active means max dye-equivalent concentration above about 10 nM; inconclusive means between about 1.1 nM and that limit
#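 Dye-equivalent concentrations come from scaling compound signal (ex 547, em 618 nm) to six Texas Red standard concentrations run on every plate, after 15 min room-temperature incubation in pH 8.0 Tris (100 mM).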
# Pol III holo inh: inhibitors of bacterial DNA polymerase III holoenzyme | reconstituted DNA polymerase III holoenzyme replication, biochemical | Potency, µM (series often up to 57.1 µM), for inactives: at the top dose activity change, negative = inhibition | actives 0.25% (n = 71,000) | AID 603; further: potency means the concentration at half of the fitted maximal effect; on the % scale 0 is the no-effect control and ±100 the full control effect
#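 Reconstituted *E. coli* holoenzyme (0.35 nM Pol III, 1 nM beta, 154 nM SSB, 2 nM primase) was preincubated with compound for 15 min at RT. Synthesis on 1.4 nM ssM13Gori ran 35 min, then was stopped with PicoGreen/EDTA and read as dsDNA fluorescence.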
# 4MU fluor: compound fluoresces in the 4-MU spectral region | compound autofluorescence, 340/450 nm, 4-MU equivalents; active compounds read high | max dye-equivalent concentration, M | actives 11% (n = 59,000); in the data active means max dye-equivalent concentration above about 10 nM; inconclusive means mostly about 1.1 nM to 9.6 nM
#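 Compounds in 100 mM Tris, pH 8.0, sat 15 min at room temperature before fluorescence was read at 340 nm excitation/450 nm emission; a per-plate six-point 4-MU standard curve converted signals to dye-equivalent concentration at each compound concentration.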
# Ub-GFP proteasome: inhibits proteasome, raising ubiquitin-GFP reporter fluorescence | Ubiquitin-GFP reporter cells, proteasome inhibition, GFP fluorescence; response scale: untreated = 0%, 10 µM MG-132 = 100% | Potency, µM (highest dose often 45.9 µM), for inactives: at the top dose activation (GFP accumulation), usual class: activators | 67,000 tested, under 10 active | AID 526; active means well fitted activation curve with a large enough effect, not every such curve was filed as active; inconclusive means small, poorly fitted or top-dose-only effect, or another doubt; inactive means no such curve, though single readings can be large or run the other way; further: potency means the concentration at half of the fitted maximal effect
#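 U2OS Ub(G76V)-GFP reporter; O/N plating, 0.5% FBS; cpd 46 uM–2.9 nM, 4 h, 37 °C; GFP+ cell count, 488/515 nm; norm. to basal vs 10 uM MG-132; CRC fit.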
# GFP derepression: epigenetic modulators derepressing GFP locus in mouse cells; mouse C127i GFP locus derepression, cytometry, 30 h; actives 0.09% (n = 68,000); Potency, µM (series often up to 46.1 µM), for the others: at the highest dose GFP derepression (activation); AID 597; further: % of control where 0% means no effect
#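 Derepression screen: silenced CMV-GFP reporter in murine C127i cells, 30 h compound incubation at 37 C, washed cells imaged by laser-scanning cytometer to enumerate GFP-expressing objects of 20 to 120 um.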
# HBB splice mod: alters splicing of the hemoglobin beta chain; HBB splicing reporter cell assay, activation; EGFP reporter with mutant IVS2-654 intron; response scale: normalised to 500 nM splice-correcting PNA; Potency, µM (titrated, usually from 46.1 µM), inactives show at the highest dose activation, most hits filed as activators; actives 0.06% (n = 65,000); AID 925; further: potency means the concentration at half of the fitted maximal effect; 0% is about no effect
#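 Compounds were applied for 2 days to HeLa EGFP-654 cells, 500/well in Optimem with 2% FCS. The reporter's EGFP is disrupted by mis-splicing of beta-globin intron IVS2-654. Readout: summed well GFP fluorescence from 488 nm laser scanning; reference was 500 nM antisense […] 654 PNA.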
# * hit, by the source's call; i = inactive; ? = inconclusive; . = no result given; [ ] = another dose, or the depositor's remark. Unless noted, the call rests on the fitted dose curve; in most records, active means well fitted curve in the direction sought with a large enough effect; inconclusive means small, poorly fitted or top-dose-only effect, or another doubt; inactive means no such curve, though single readings can be large; an effect the other way counts as inactive or inconclusive.
# Order of results: Hsp90 Hop PPI	Fluorescein fluor	ALOX15 inhib	Rhodamine autofl	HADH2 inhib	Texas Red fluor	Pol III holo inh	4MU fluor	Ub-GFP proteasome	GFP derepression	HBB splice mod
- CC(=O)N1[C@H](Cc2ccccc2)C=C[C@]1(C)C(=O)NCc1cc(F)cc(C(F)(F)F)c1
    2%	.	-12%	.	-9%	.	-8%	.	.	.	-0.6%
- CCc1nnc(NC(=O)C2CCCN2S(=O)(=O)c2ccccc2)s1 (stereo unspecified)
    -2%	i	4%	i	-4%	i	3%	1.8e-08M*	4%	0%	0.4%
- CC(C)(C)OC(=O)N1CCCC(C(=O)CC#N)C1 (stereo unspecified)
    -7%	i	-3%	i	4%	i	-1%	i	-2%	-2%	.
- CCCCC(=O)Nc1cc(NC(=O)CCCC)cc(C(=O)O)c1
    0%	i	4%	i	-5%	i	-3%	i	-4%	0%	-0.1%
- Cc1csc(NC(=O)CSc2nnc(-c3ccoc3C)n2CCc2ccccc2)n1
    -3%	i	-10%	i	12%	?	-2%	i	-1%	-2%	1.9%
- COc1cc(C2C(C#N)=C(N)Oc3cc(C)n(CCN4CCOCC4)c(=O)c32)cc(OC)c1OC (stereo unspecified)
    .	i	.	i	.	i	.	i	.	0%[20.6 µM]	.
- O=C(CSc1nnnn1C1CCCC1)NCc1ccc2c(c1)OCO2
    -3%	i	4%	i	4%	?	-7%	i	-5%	3%	-0.8%
- COc1ccc(-n2c(Cc3cccn3C)nnc2SCC(=O)Nc2ccc3c(c2)OCO3)cc1
    -6%[2.3 µM]	.	-23%	.	-26%	.	-10%	.	0%	.	-0.7%
- O=C(Cn1c(-c2ccc(Cl)cc2)noc1=O)N1CCN(c2ccccc2F)CC1
    ?	?	-15%	i	17%	i	-4%	i	-2%	4%	0.0%[57.5 µM]
- O=C(CSc1nnc(C2COc3ccccc3O2)o1)N1CCOCC1 (stereo unspecified)
    -5%	?	-1%	i	-9%	i	-10%	i	-14%	-2%	-0.3%
- Clc1ccc(NCc2nnc3n2CCCCC3)cc1
    -2%	?	5%	i	3%	?	-8%	i	-5%	2%	-5.1%[57.5 µM]
- COc1cc(NC(=O)CN(c2ccc(C)cc2)S(=O)(=O)c2c(C)nn(C)c2C)cc(OC)c1
    -1%	i	-11%	i	-4%	i	21%	i	3%	-3%	-2.9%
- O=c1cc(-c2ccccc2O)oc2ccc3ccccc3c12
    -3%	i	18%[25.6 µM]	i	3%	i	2%	i	-1%	-5%[9.22 µM]	.
- CC(C)N(C(=O)COc1ccc(Br)cc1Cl)C(C)C
    10%	.	-7%	.	-10%	.	-3%	.	0%	0%	-3.5%
- O=C(CSCCc1ccccn1)Nc1cccnc1
    -1%	?	9%	i	-3%	i	-2%	i	11%	-3%	0.6%

# Looked up one by one from the list above (four):
# Order of results: Hsp90 Hop PPI	Fluorescein fluor	ALOX15 inhib	Rhodamine autofl	HADH2 inhib	Texas Red fluor	Pol III holo inh	4MU fluor	Ub-GFP proteasome	GFP derepression	HBB splice mod
- COc1ccc(-n2c(Cc3cccn3C)nnc2SCC(=O)Nc2ccc3c(c2)OCO3)cc1
    -6%[2.3 µM]	.	-23%	.	-26%	.	-10%	.	0%	.	-0.7%
- CC(C)N(C(=O)COc1ccc(Br)cc1Cl)C(C)C
    10%	.	-7%	.	-10%	.	-3%	.	0%	0%	-3.5%
- COc1cc(C2C(C#N)=C(N)Oc3cc(C)n(CCN4CCOCC4)c(=O)c32)cc(OC)c1OC (stereo unspecified)
    .	i	.	i	.	i	.	i	.	0%[20.6 µM]	.
- O=c1cc(-c2ccccc2O)oc2ccc3ccccc3c12
    -3%	i	18%[25.6 µM]	i	3%	i	2%	i	-1%	-5%[9.22 µM]	.

# Further results:
# Order of results: Hsp90 Hop PPI	Fluorescein fluor	ALOX15 inhib	Rhodamine autofl	HADH2 inhib	Texas Red fluor	Pol III holo inh	4MU fluor	Ub-GFP proteasome	GFP derepression	HBB splice mod
- CCOC(=O)c1cnn2c(C)cc(-c3ccc(F)cc3)nc12
    2%	.	-7%	.	?	.	2%	.	-4%	0%	-0.3%[9.22 µM]
- CCCC1CCC(c2nc(-c3cccnc3)no2)CC1 (stereo unspecified)
    3%	?	-2%	i	-8%	i	-2%	i	0%	0%	1.4%
- CN(C)C(=O)c1cc(S(=O)(=O)N(C)C)c(Cl)cc1N1CCCC1
    1%	i	1%	i	7%	i	-3%	i	-1%	-3%	-0.4%
- COc1ccccc1N1CCN(C(=O)c2c(-c3c(Cl)cccc3Cl)noc2C)CC1
    -3%	i	-1%	i	2%	?	-3%	i	4%	0%	-0.2%[57.5 µM]
- CN(C)c1ccc(CN(C)C2CCCCC2)cc1
    -6%	.	-6%	.	-2%	.	0%	.	18%	-2%	0.9%[9.22 µM]
- CC1Oc2ccccc2N(CC(=O)NCc2cccs2)C1=O (stereo unspecified)
    1%	i	-6%	i	2%	i	1%	i	-5%	2%	.
- O=C(CCS(=O)(=O)c1cccc2nonc12)N1CCN(c2ccc(F)cc2)CC1
    -7%	i	5%	i	-1%	i	-3%	i	-4%	-3%	-0.6%
- Cc1ccc2c(C)nc(Nc3nc(CSc4nnnn4-c4ccccc4)cc(=O)[nH]3)nc2c1
    -5%	i	-2%	i	4%	i	13µM*	i	-3%	4%	-0.1%[57.5 µM]
- COC(=O)c1ccc(C2/C(=C(/O)c3ccc(OC(C)C)cc3)C(=O)C(=O)N2c2cc(C)on2)cc1 (stereo unspecified)
    3%	i	5%	i	1%	?	-3%	i	0%	-3%	-1.1%
- Cc1ccc(-c2noc(C3CCN(C(=O)Nc4ccc(C#N)cc4)CC3)n2)o1
    -5%	i	2%	i	2%	i	6%	i	-3%	1%	-0.8%
- Cc1cc(C)c(NC2=CC(=O)CC(C)(C)C2)c(C#N)c1
    -3%	?	4%	i	-7%	i	-3%	i	-4%	-1%	-1.0%[57.5 µM]
- CCc1nnc(NC(=O)c2c(OC)cccc2OC)s1
    -5%	i	4%	i	?	i	-8%	i	5%	-3%	-0.7%
- Nc1ccccc1OCCOCCOc1ccccc1N
    -17%	i	0%	i	-1%	i	0%	i	-3%	2%	0.0%
- CCCCC(=O)NCc1ccc2c(c1)cc(C)n2C
    -11%	?	?	i	-5%	?	4%	?	11%	2%	-0.4%
- COCc1cc(C)nc2sc(C(=O)Nc3nccs3)c(N)c12
    25%	.	?	.	7.9µM*	.	-13%	.	1%	.	-0.1%
- COCC(=O)N(C)C1(c2nnnn2CCOC(=O)Nc2ccc(Cl)cc2)CCCC1
    -4%	i	4%	i	1%	i	5%	i	-7%	0%	-2.2%
- COc1cc(C2C(C(=O)c3cccs3)=C(O)C(=O)N2Cc2ccco2)cc(OC)c1OC (stereo unspecified)
    -10%[11 µM]	.	18%[11.4 µM]	.	-22%[11.4 µM]	.	0%[11.4 µM]	.	2%[9.17 µM]	0%	-5.2%[0.0738 µM]
- O=C(Cn1cc2c(n1)CCCC2)NC1CCN(Cc2ccccc2)CC1
    -2%	.	7%	.	4%	.	-2%	.	9%	-3%	0.1%
- COc1cccc(S(=O)(=O)Nc2ccc(C(=O)NCc3ccco3)cc2)c1
    -4%	?	-20%	i	-14%	i	-6%	i	-4%	0%	-0.4%
- N#CC(C(=O)NC1CC1)c1nc2ccccc2nc1N1CCN(C/C=C/c2ccccc2)CC1 (stereo unspecified)
    .	1.3e-07M*	.	i	.	i	.	?	.	10%[20.6 µM]	.
- c1cncc(CNC2CCCc3ccccc32)c1 (stereo unspecified)
    -1%	?	1%	i	-6%	i	-2%	i	2%	-4%	2.6%[57.5 µM]
- CC(C)(C#CCN1CCCC1)OCCC#N
    -3%	.	-25%	.	3%	.	-10%	.	8%	6%	-2.1%[9.22 µM]
- O=C1c2ccccc2S(=O)(=O)N1CC1CC(c2ccccc2)=NO1 (stereo unspecified)
    -4%	i	3%	i	?	i	-2%	i	-1%	0%	0.0%[57.5 µM]
- O=C(NC1CC2CCC(C1)N2Cc1nnnn1Cc1ccco1)NC12CC3CC(CC(C3)C1)C2 (stereo unspecified)
    -3%	i	-7%	i	13%	i	-1%	i	7%	1%	.
- CCN1CCN(c2ccc(NC(=O)c3cccnc3)cc2Cl)CC1
    0%	i	12%	i	-2%	?	-6%	i	-3%	-1%	.
- COc1cc2[nH]c(=O)n(CCCCCC(=O)NCCCN3CCC(C)CC3)c(=O)c2cc1OC
    0%	i	0%	i	-15%	i	3%	i	8%	0%	0.7%

# Screens: PubChem BioAssay, National Center for Advancing Translational Sciences (NCATS)

# A portion of the library; count on the stated rates, not on these rows.
